BCLXL inh: Bcl-xL (human) inhibition; GST-Bcl-xL / FITC-Bim BH3 peptide fluorescence polarization; inhibition, % at 10.9 µM; 320,000 tested, 0.7% active; AID 2129;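 active means inhibition above the mean of all tested compounds plus 3 SD, cutoff set per campaign, cut at about 30% in these data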;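 further: 0% = DMSO wells and 100% = unlabeled Bim-BH3 peptide competitor; inhibitors lower millipolarization by displacing the labeled peptide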
Target sequence (Q07817 whole entry, looked up): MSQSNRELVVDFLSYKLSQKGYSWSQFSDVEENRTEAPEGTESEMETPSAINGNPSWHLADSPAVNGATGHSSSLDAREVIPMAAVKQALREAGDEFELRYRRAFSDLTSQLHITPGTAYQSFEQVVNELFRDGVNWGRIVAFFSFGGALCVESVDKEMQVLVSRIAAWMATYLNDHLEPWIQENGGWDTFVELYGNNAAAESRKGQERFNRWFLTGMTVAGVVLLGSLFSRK
EBNA-1 inh: blocks EBNA-1 binding to DNA; EBNA-1 DNA binding, fluorescence polarization; inhibition, % at 14.8 µM; 300,000 tested, 0.34% active; in the data active means inhibition above about 28%
GLD-1 RNA inh: GLD-1-TGE RNA interaction inhibition (C. elegans) | inhibition, % at 5.96 µM | purified GLD-1 + fluorescein TGE RNA, fluorescence polarization | 320,000 tested, 0.44% active | Q17339;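 active means percent inhibition above a per-plate cutoff, the plate mean of test compounds plus 3 SD, cut at about 30% in these data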;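 further: 0% = DMSO wells with GLD-1 and probe and 100% = wells lacking GLD-1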
ZTA DNA inh: counter-screen for EBNA-1 inhibitors: inhibitors of Epstein-Barr virus ZTA; P03206; ZTA-DNA binding, fluorescence polarization; inhibition, % at 11 µM; 320,000 tested, 0.15% active; AID 2234; in the data active means inhibition above about 33%
Target sequence (P03206 whole entry, looked up): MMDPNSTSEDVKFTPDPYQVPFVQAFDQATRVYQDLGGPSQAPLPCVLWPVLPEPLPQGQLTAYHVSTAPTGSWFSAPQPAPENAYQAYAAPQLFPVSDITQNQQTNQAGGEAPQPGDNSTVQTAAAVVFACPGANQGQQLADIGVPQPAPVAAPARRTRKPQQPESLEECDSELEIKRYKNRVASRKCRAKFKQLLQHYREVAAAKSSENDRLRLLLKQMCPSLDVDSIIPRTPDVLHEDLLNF
CR mimetic SO: caloric restriction mimetics inhibiting age-related superoxide in yeast. S. cerevisiae aged cells, superoxide DHE fluorescence; stronger effect = lower value. superoxide response (% of plate mean), % at 10 µM. 330,000 tested, 0.18% active. AID 2690;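 active means superoxide response under a set limit, about three screen SD below normal, cut at about 65% in these data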;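 further: yeast aged for seven days with compound at 30 °C before DHE staining; 100% = average MFI of all compound-treated wells on the plate with controls excluded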
Fam108B inh: Fam108B inhibition, counter-screen for RBBP9 inhibitors; recombinant Fam108B, FP-Rh probe fluorescence polarization; inhibition, % at 9.51 µM; 300,000 tested, 0.33% active; AID 1947;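 active means inhibition above the screen mean inhibition plus 3 SD, computed separately per campaign, cut at about 18% in these data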;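 further: inhibitors lower polarization as less probe binds the enzyme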
MEX-5 binding: C. elegans MEX-5 TCR-2 RNA binding activity; Q9XUB2; MEX-5/FITC-TCR2 RNA binding, fluorescence polarization; stronger effect = lower value; activity score (negative = inhibition of binding), % at 10 µM; 300,000 tested, 0.38% active; AID 1832;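 active means inhibition past about -25% in most replicates, and total fluorescence under double the plate's negative control median, limit read from the data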;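 further: 0% = DMSO and -100% = 5 µM competing unlabeled TCR2 RNA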
Efflux pump mplx: antifungal efflux pump inhibition, Nile Red retention | S. cerevisiae Candida pump triplex | 330,000 tested, 0.44% active | inhibition, % at 10 µM;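 active means plate passing quality check with inhibition over a set limit, or well fluorescence over plate mean plus 4 SD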;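 further: Nile Red retained in pooled yeast measured as flow cytometry median fluorescence; 0% = buffer negative control and 100% = Enniatin B positive control; higher means more Nile Red kept so more efflux inhibition; some compounds called inactive have numbers as strong as hits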
MCL1-BIM inh: inhibitors of human MCL1 binding to BIM-BH3 peptide; Q07820; GST-MCL1 / FITC-Bim-BH3 fluorescence polarization; inhibition, % at 10.9 µM; 320,000 tested, 0.68% active; AID 2057;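 active means inhibition above the mean inhibition of all tested compounds plus 3 SD, set per campaign, cut at about 40% in these data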;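 further: 0% = DMSO wells and 100% = unlabeled Bim-BH3 peptide control; higher means more loss of mP so more displacement of Bim peptide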
Target sequence (Q07820 whole entry, looked up): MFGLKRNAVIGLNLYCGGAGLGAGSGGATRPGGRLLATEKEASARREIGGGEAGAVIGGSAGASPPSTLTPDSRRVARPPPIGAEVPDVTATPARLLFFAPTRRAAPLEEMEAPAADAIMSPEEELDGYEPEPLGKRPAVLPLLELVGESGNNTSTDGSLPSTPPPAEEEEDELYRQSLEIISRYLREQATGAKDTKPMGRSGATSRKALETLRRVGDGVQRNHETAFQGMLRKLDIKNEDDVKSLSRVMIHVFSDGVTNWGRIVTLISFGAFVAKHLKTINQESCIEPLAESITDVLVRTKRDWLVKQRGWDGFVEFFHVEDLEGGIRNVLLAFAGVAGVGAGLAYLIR
* = called active by the depositor; . = not tested or not shown. An unsorted share of the library; overall some 2.3% were active at least once.

The opening three records as a preview:
Every second line gives: BCLXL inh, EBNA-1 inh, GLD-1 RNA inh, ZTA DNA inh, CR mimetic SO, Fam108B inh, MEX-5 binding, Efflux pump mplx, MCL1-BIM inh
> CCOc1ccc(S(=O)(=O)NNS(=O)(=O)c2ccc(C)cc2C)cc1
    2, 3, 10, -16, 93, -2, 3.1, -0.1, 11
> CC(=O)N1CCN(S(=O)(=O)c2cccc(C(=O)OCC(=O)N(CCC#N)c3ccc(F)cc3)c2)CC1
    1, ., -6, -3, 100, ., ., -0.1, 1
> CCCOc1ccc(C(=O)c2nc3c(n2O)CCCCC3)cc1
    -1, 5, -2, -15, 79, 4, 0.8, 0.0, -3

This part in full, previewed entries included:
Every second line gives: BCLXL inh, EBNA-1 inh, GLD-1 RNA inh, ZTA DNA inh, CR mimetic SO, Fam108B inh, MEX-5 binding, Efflux pump mplx, MCL1-BIM inh
> CCOc1ccc(S(=O)(=O)NNS(=O)(=O)c2ccc(C)cc2C)cc1
    2, 3, 10, -16, 93, -2, 3.1, -0.1, 11
> CC(=O)N1CCN(S(=O)(=O)c2cccc(C(=O)OCC(=O)N(CCC#N)c3ccc(F)cc3)c2)CC1
    1, ., -6, -3, 100, ., ., -0.1, 1
> CCCOc1ccc(C(=O)c2nc3c(n2O)CCCCC3)cc1
    -1, 5, -2, -15, 79, 4, 0.8, 0.0, -3
> CCOC(=O)Cn1c(=N)n(CCOc2cccc(C)c2)c2ccccc21
    0, -4, -3, 13, 105, 0, ., 0.0, 3
> Cc1ccc(N(CC(=O)NC(C)(C)C)C(=O)CNC(=O)c2cccs2)cc1
    6, 2, -3, -12, 100, 7, 0.4, 0.2, 3
> CC(Oc1ccc(-c2nnco2)cc1)C(=O)N1CCOCC1 (stereo not drawn)
    -1, -6, 6, 1, 116, 0, -0.7, 0.0, 3
> COc1ccc(N2CCN(CC(O)COc3ccc4c(c3)CCC4)CC2)cc1 (stereo not drawn)
    0, -15, -9, -8, 118, -1, -0.5, 0.2, -8
> O=C(COC(=O)C1CC(O)CN1S(=O)(=O)c1ccc(Cl)cc1)c1ccccc1 (stereo not drawn)
    -1, 3, 0, 1, 107, 1, 1.3, 0.5, -1
> CN=C1S/C(=C\c2ccc(N3CCOCC3)cc2C)C(=O)N1C
    2, -7, -9, 0, 95, 4, -8.7, 0.2, 12
> O=C(O)c1ccc(NC(=S)NCc2ccccc2)cc1
    6, 8, 6, -23, 95, 2, 0.6, -0.1, 6
> Cc1cccc(N2CCN(CC(=O)Nc3ccccc3[N+](=O)[O-])CC2)c1C
    3, -23, 4, -13, 103, 1, 1.9, 0.1, 5
> COC(=O)c1sc(-c2ccc(Cl)cc2)cc1NC(=O)c1ccccc1C(=O)O
    3, 7, 8, 19, 89, -4, 0.0, -0.1, 1
> Cc1ccc(-c2cc(-c3ccccc3[N+](=O)[O-])[nH]n2)c(O)c1
    8, -7, 3, 6, 104, 2, -0.4, 0.1, 5
> CCN(CC(=O)NCc1ccc(F)cc1)C(=O)C1CC1C (stereo not drawn)
    8, -6, 10, 5, 94, 2, 1.8, -0.2, 9
> N#C/C(=C\c1cn(CC(=O)N2CCCC2)c2ccccc12)C(=O)NCc1ccc2c(c1)OCO2
    2, -6, -2, 10, 102, 4, 0.8, 0.0, 4
> NC(=O)c1ccc(NC(=O)c2ccc3c(c2)CCN3S(=O)(=O)c2ccccc2)cc1
    5, 20, 1, 4, 116, -2, 1.2, -0.1, 1
> COC(=O)/C=C/c1oc2ccccc2c1C
    6, -5, -1, -4, 97, -3, -0.6, -0.1, -1
> Cc1cnc(C(=O)Nc2ccc(N3CCN(C(=O)OC(C)(C)C)CC3)cc2)cn1
    2, -4, -1, -2, 108, 3, 0.8, 0.0, 6
> CSC1=NCCN1C(=O)c1c(F)cccc1Cl
    5, -13, -5, -11, 88, -2, -0.2, -0.1, 4
> COC(=O)Nc1cc(C)n(-c2ccccc2)n1
    6, 8, 3, -6, 101, 0, -2.6, -0.3, 4

Four structures already listed, sorted by length of the SMILES, highest first:
Every second line gives: BCLXL inh, EBNA-1 inh, GLD-1 RNA inh, ZTA DNA inh, CR mimetic SO, Fam108B inh, MEX-5 binding, Efflux pump mplx, MCL1-BIM inh
> CC(=O)N1CCN(S(=O)(=O)c2cccc(C(=O)OCC(=O)N(CCC#N)c3ccc(F)cc3)c2)CC1
    1, ., -6, -3, 100, ., ., -0.1, 1
> Cc1cnc(C(=O)Nc2ccc(N3CCN(C(=O)OC(C)(C)C)CC3)cc2)cn1
    2, -4, -1, -2, 108, 3, 0.8, 0.0, 6
> CCOc1ccc(S(=O)(=O)NNS(=O)(=O)c2ccc(C)cc2C)cc1
    2, 3, 10, -16, 93, -2, 3.1, -0.1, 11
> O=C(O)c1ccc(NC(=S)NCc2ccccc2)cc1
    6, 8, 6, -23, 95, 2, 0.6, -0.1, 6

The listing continues:
Every second line gives: BCLXL inh, EBNA-1 inh, GLD-1 RNA inh, ZTA DNA inh, CR mimetic SO, Fam108B inh, MEX-5 binding, Efflux pump mplx, MCL1-BIM inh
> O=C(c1coc(=O)c2ccccc12)N1CCN(Cc2ccccc2)CC1
    11, -5, 0, -8, 101, -4, -0.7, 0.2, 13
> COc1ccc(C(=O)C2CCCN(C3Cc4ccccc4C3)C2)cc1OC (stereo not drawn)
    0, 0, -2, 10, 82, 0, -0.3, 0.0, 4
> O=c1c2c(-c3ccc(Cl)cc3)csc2ncn1/N=C/c1cccc([N+](=O)[O-])c1O
    -4, -6, -8, -8, 116, 4, -0.3, 0.0, 6
> CCN(CC)S(=O)(=O)c1ccc(-c2nnc(SCC(=O)Nc3ccc4c(c3)OCO4)o2)cc1
    4, 4, -4, -14, 94, 12, -0.2, 0.0, 8
> O=C(NC(=S)N1CCCc2ccccc21)c1ccco1
    7, -6, -2, 2, 112, 3, -0.2, 0.0, 3
> Cc1nonc1C1CCCN1Cc1cn[nH]c1-c1ccc2c(c1)OCO2 (stereo not drawn)
    0, 7, 2, 1, 100, 8, 0.8, -0.1, -1
> CC(C)OCCCn1c(SC(C)C(=O)NC2CC2)nc2ccccc2c1=O (stereo not drawn)
    6, 5, 3, 16, 101, -1, 1.5, 0.0, 2
> O=C(c1cn(-c2ccccc2)nc1-c1ccncc1)N1CCCCC1
    6, 0, -4, -6, 92, -1, -0.6, 0.1, -1
> Cc1ccc(CNC(=O)c2cc3c(s2)CN(Cc2ccccc2)C3)cc1
    1, -11, -2, -2, 104, -3, -1.4, 0.3, 0
> O=C(Nc1nccs1)c1ccc(S(=O)(=O)N2CCCCC2)cc1
    2, 12, 9, 6, 103, 2, -0.4, -0.2, 3
> Cc1ccccc1-n1c(SCC(=O)N2CCN(c3ccccn3)CC2)nnc1N1CCOCC1
    1, ., 6, 1, 92, ., ., 0.1, 0
> Cc1oc(-c2cccc3ccccc23)nc1CN1CCN(c2ncnc3ccccc23)CC1
    3, -6, 7, 15, 97, -5, -0.2, 0.0, 8
> Cc1ccc(S(=O)(=O)NCCc2cc3ccc(C)c(C)c3[nH]c2=O)cc1
    5, -6, -6, 11, 100, -2, 1.6, -0.3, 5
> COc1ccc(C(=O)Nc2nc(C)c(C(=O)N(C)C)s2)cc1OC
    6, -1, 6, -3, 98, 0, -0.1, -0.1, 3
> COc1ccc(CCNS(=O)(=O)CCNC(=O)c2ccc3c(c2)OCO3)cc1
    5, 6, -1, 0, 107, 4, 0.7, 0.1, 1
> O=C(c1ccccc1)c1c[nH]cc1-c1ccccc1
    0, 15, 1, 17, 119, -1, -1.5, 0.0, -1
> O=C(COC(=O)c1ccc2c(=O)n3c(nc2c1)CCC3)NC1CCS(=O)(=O)C1 (stereo not drawn)
    -4, -6, 1, -13, 89, 2, 0.3, 0.0, 2
> CCOC(=O)Cc1[nH]nc2c1C(C1C=CCCC1)C(C#N)=C(N)O2 (stereo not drawn)
    1, 1, -7, -2, 96, 1, -0.1, 0.0, 0
> CC1Cc2c([nH]c3ccccc23)C(=O)N1 (stereo not drawn)
    3, -8, 8, 4, 105, -9, 1.0, 0.0, 1
> COc1ccc(OCCSc2nnc3sc4ccccc4n23)cc1
    -10, 2, 2, -9, 97, 4, -0.7, -0.1, -11

Next section.
| smiles | BCLXL inh | EBNA-1 inh | GLD-1 RNA inh | ZTA DNA inh | CR mimetic SO | Fam108B inh | MEX-5 binding | Efflux pump mplx | MCL1-BIM inh |
| --- | --- | --- | --- | --- | --- | --- | --- | --- | --- |
| O=C(CSc1nnc2ccc(-c3ccccc3)nn12)NCC1CCCO1 (stereo not drawn) | -1 | 0 | 0 | -1 | 107 | 3 | -1.0 | -0.1 | -2 |
| COC(=O)c1cc(C(=O)CC(C)C)c[nH]1 | 3 | -9 | 6 | -10 | 116 | 1 | 0.0 | 0.0 | -6 |
| COc1cccc(NC(=O)C2CCCO2)c1 (stereo not drawn) | 0 | 0 | 1 | 9 | 118 | -4 | 0.7 | 0.1 | -10 |
| CCOC(=O)CCCNc1ccc([N+](=O)[O-])cc1[N+](=O)[O-] | -2 | 4 | 4 | -1 | 96 | -1 | 3.5 | -0.1 | -8 |
| CCn1cc(-c2ccnc3cc(C(=O)O)nn23)c(C)n1 | 3 | 0 | 4 | 2 | 111 | -6 | 1.5 | 0.1 | 0 |
| CCC1Oc2ccccc2N(CC(=O)NCCc2ccc(OC)c(OC)c2)C1=O (stereo not drawn) | 5 | -3 | 2 | -21 | 91 | -1 | 1.3 | 0.0 | 6 |
| Cc1ccccc1C(=O)N1CCN(c2ccc([N+](=O)[O-])c(NCc3ccco3)c2)CC1 | 1 | -10 | -4 | 8 | 99 | 5 | -0.9 | -0.1 | 0 |
| COc1cc(CN2CCNC(=O)C2CC(=O)N2CCCCO2)cc(OC)c1 (stereo not drawn) | 6 | -2 | 10 | -7 | 99 | -1 | 0.5 | 0.0 | 8 |
| O=C(Nc1cccc(Cl)c1)N1CCN(Cc2ccccc2)CC1 | 3 | 7 | 5 | 13 | 83 | -1 | 1.8 | -0.2 | 1 |
| CCCNC(=O)c1ccc2c(c1)S(=O)(=O)c1ccccc1C2=O | 3 | 4 | 4 | 2 | 99 | 1 | -3.5 | 0.1 | 1 |
| CC(C)n1c(-c2ccco2)csc1=Nc1cccnc1 | 3 | 2 | -5 | 2 | 95 | 5 | 1.8 | 0.0 | 11 |
| O=C(NCC1CCCO1)C1CCN(S(=O)(=O)c2cc(Cl)ccc2Cl)CC1 (stereo not drawn) | 1 | -21 | 11 | -4 | 117 | 3 | 1.1 | 0.0 | -8 |
| Cc1onc(-c2ccccc2Cl)c1C(=O)N1CCC(Cc2ccccc2)CC1 | 0 | -19 | 8 | -7 | 107 | -2 | -1.9 | 0.0 | 6 |
| CC(C)CCN1CCN(Cc2ccc(C#CC(C)(C)O)s2)CC1CCO (stereo not drawn) | -5 | -6 | 6 | -1 | 119 | 2 | 2.7 | 0.0 | 1 |
| COc1cc(OC)cc(C(=O)NCc2cccnc2)c1 | -3 | 2 | 7 | -14 | 111 | 2 | 0.0 | 0.0 | 3 |
| Cc1ccc(S(=O)(=O)NCc2ccncc2)cc1 | 2 | 2 | 8 | -2 | 94 | -3 | -0.5 | -0.1 | -5 |
| N#C/C(=C(\O)Cc1ccccc1)c1nc2ccccc2[nH]1 | 0 | 2 | 4 | 5 | 97 | -4 | 1.3 | 0.0 | -1 |
| CC(=O)c1cc2c(cc1NS(=O)(=O)c1ccc3c(c1)OCCO3)OCO2 | 5 | 5 | 6 | 5 | 93 | 3 | 5.4 | 0.1 | 0 |
| Cc1nccn1CC(O)COC1CCCCC1 (stereo not drawn) | 0 | -5 | -4 | 2 | 95 | 0 | -1.7 | -0.1 | -8 |
| COc1cc(C(=O)NCCC(=O)NC2CCC(C)CC2)cc(OC)c1OC (stereo not drawn) | 7 | 1 | 3 | 13 | 97 | 7 | 1.0 | -0.1 | 7 |
